Compound activity: PubChem BioAssay, National Center for Advancing Translational Sciences (NCATS)
Lipid storage S3: qHTS Assay for Lipid Storage Modulators in Drosophila S3 Cells. AID 2685. 320,000 compounds, 0.64% hits. Potency in µM for hits, for the others lipid storage change, negative = inhibition, % at the top dose, mostly 46.1 µM. Drosophila S3 cells, BODIPY lipid droplet fluorescence, 18-24 h; cells fed with added oleic acid; active means well fitted inhibition curve with a large enough effect in the signal ratio, with a control signal flat, not every such curve was filed as active; inconclusive means small, poorly fitted or top-dose-only effect, or effect the other way, or a change in a side signal; the % refers to the signal ratio
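Drosophila S3 cells loaded with oleic acid (400 uM, as added) and compounds at several concentrations; lipid droplets imaged by 488-nm laser-scanning cytometry, 500–530 nm intensity and object ratio to cell channel. Percent activity normalized to 20 uM Triacsin C.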
Lipid storage S3 cell count max: also measured in Lipid storage S3; calls as there; cell number change, %; measured here: cell count max response;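 cells counted by Cell Tracker Red CMTPX staining in the red channel; peak over a dose series mostly up to 46.1 µM; percent activity relative to internal control wells on each plate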
An asterisk follows results filed as active; i = inactive; ? = inconclusive; . = not tested or not shown; [ ] = remark or other dose. On the % scale 0 is the no-effect control and ±100 the full control effect; potency means the concentration at half of the fitted maximal effect.

Molecule | Lipid storage S3 cell count max | Lipid storage S3
O=C(N/N=C/c1cccs1)c1ccc2nc[nH]c2c1 | 6.0 | -4.0%
COc1ccccc1/C=C/C(=O)OCC(=O)Nc1c(F)cccc1F | . | ?
CCCCC(c1nnnn1C1CCCC1)N1CCN(C2CCCCC2)CC1 (centres undefined) | -7.3 | -3.0%
COc1ccc(C2CCCN2C(=S)Nc2ccccc2C)cc1OC (centres undefined) | . | ?
FC(F)Sc1nc2ccccc2[nH]1 | . | ?
CCCn1c(=O)c(/C(N)=N/O)nn(-c2cccc(C(F)(F)F)c2)c1=O | -14.3 | 3.0%
COc1cccc(/C=C/C(=O)OCC(=O)NC2CC2)c1 | . | ?
COc1cccc(CC(NC(C)=O)C(=O)NC2CCN(S(=O)(=O)c3ccc(NC(C)=O)cc3)CC2)c1OC (centres undefined) | 25.8 | i
N/C(=N\OC(=O)CCC1CCCC1)c1ccc([N+](=O)[O-])cc1 | -5.8 | 3.5%
Cn1c(OCc2cccnc2)nc2c1c(=O)n(Cc1ccc(Br)cc1)c(=O)n2C | . | ?
CN(CCC#N)C(=O)COC(=O)c1ccc(CNS(=O)(=O)c2ccc(F)c(Cl)c2)cc1 | 11.6 | -8.8%
O=C(NCc1ccco1)Nc1ccc(Br)cc1Cl | . | ?
O=S1(=O)C=CC(Nc2cccc(Cl)c2)C1 (centres undefined) | . | ?
CC(c1cccs1)N(C(=O)Nc1ccccc1)C1CCCCC1 (centres undefined) | 25.8 | 0.0%
Cc1ccccc1C(=O)NN(C)c1nc2ccccc2nc1C(F)(F)F | 9.1 | 22.8%
Cc1noc(C)c1-c1ccc2ncnc(NC(C)c3ccco3)c2c1 (centres undefined) | . | ?
Cc1ccccc1OCc1nc2ccc(S(=O)(=O)N3CCOCC3)cc2[nH]1 | . | ?
CCCCNC(=S)Nc1ccccc1F | 8.0 | 0.4%
CN1C(=O)c2cccc(N(C)C)c2C1=O | 12.7 | 22.4%
COc1cc(S(=O)(=O)Nc2c(C)cc(C)cc2C)ccc1Cl | . | ?
COc1cccc(-c2ccc(NC(=O)C3CCCN(CCCn4nc(C)cc4C)C3)cc2)c1 (centres undefined) | -3.4 | i
CC1(C)Cc2c(sc(NC(=O)c3ccco3)c2C(=O)O)CO1 | . | ?
O=C(O)C1CC=CCC1C(=O)NC12CC3CC(CC(C3)C1)C2 (centres undefined) | . | ?
CCCn1c(C)cc(/C=C(\C#N)C(=O)O)c1C | 8.5 | 13.6%
CC(=O)Oc1cc2cccc(OC(C)=O)c(=O)c2c(OC(C)=O)c1OC(C)=O | -18.1 | -20.3%
COc1ccnc(CSC(N)=Nc2cccc(C(F)(F)F)c2)c1 | 25.6 | 0.1%
COc1ccccc1N1C(=O)CCC1(C#N)c1ccccc1 (centres undefined) | . | ?
N#Cc1cccc(C(=O)OCC(=O)NC(=O)NC2CCCCC2)c1 | . | ?
Cc1ccccc1OCC(=O)OC1CCN(C)CC1 | . | ?
CCOc1ccc(Cl)cc1CSc1ncn[nH]1 | 0.5 | 25.5%
COc1ccc(/C=C/C(=O)Nc2nnc(C(C)C)s2)cc1OC | . | ?
CC1CCCN(CC(O)CN)C1 (centres undefined) | -0.8 | 7.2%
O=c1c2ccccc2oc2nc3ccn(Cc4ccncc4)c(=O)c3cc12 | -12.9 | -0.5%
CCc1c(C)nc(N)c(C#N)c1-c1ccccc1 | . | ?
O=C(COc1ccc(Cl)cc1Cl)Nc1cccc(-c2ccc(N3CCOCC3)nn2)c1 | . | 24.9%
CCN(CC)C(=O)CSc1nc2ccccc2c(=O)n1OC(C)C | 18.4 | i
CCOc1ccc(NC(=S)NC2CC3CCC(C2)N3Cc2ccco2)cc1 (centres undefined) | . | -28.6%
C/C(=N/NC(=O)CNC(=O)COc1ccccc1)c1ccc(Cl)cc1 | . | ?
Cc1c(C(=O)Nc2ccc3c(c2)OCCO3)sc2nc(-c3ccccc3)cn12 | . | ?
CCOC(=O)c1c(CN2CCN(CCO)CC2)n(C)c2cc(Br)c(OC)cc12 | . | ?
CC(=O)Nc1ccc(/C=C/c2noc(-c3ccccc3O)n2)cc1 | . | ?
COC(=O)c1ccc(/C=N/OCC(=O)NCc2ccc(F)cc2)cc1 | . | ?
Cc1ccccc1OCC(=O)N/N=C/c1cn(C)c2ccccc12 | . | ?
Cn1c(=O)c(C(=O)CSc2nncs2)c(N)n(Cc2ccccc2)c1=O | . | ?
Cc1c(NC(=O)c2ccco2)cccc1C(=O)NN1C(=O)c2ccccc2C1=O | . | i
C[C@@]12C(=O)N(CC3CCCO3)CC(=O)N1[C@H]1c3ccccc3OC[C@@H]1[C@@H]2c1ccccc1 (some centres undefined) | . | ?
CCOC(=O)c1cnn(CC2CCCCC2)c1N | . | ?
S=C(NCCN1CCOCC1)Nc1ccc(Cl)c(Cl)c1 | -15.6 | 10.9%
O=C(NC1CCCCC1)N1CCCC(c2nc(-c3ccc(S(=O)(=O)N4CCCC4)cc3)no2)C1 (centres undefined) | . | ?
O=C(CSc1ccc(-c2ccccn2)nn1)NC1CCCCC1 | 15.9 | 5.1%
CC(C)OCCCn1c(=S)[nH]c2cc3c(cc2c1=O)OCO3 | . | ?
O=C(CC12CC3CC(CC(C3)C1)C2)N/N=C/c1ccncc1 | . | ?
Cc1ccc(NC(=O)c2c(C)noc2C)cc1 | . | ?
COc1ccc(-c2noc(N3CCC(C(=O)N4CCN(c5ccccn5)CC4)CC3)n2)cc1 | . | ?
Cc1cc(=O)oc2cc(OC(=O)c3ccco3)ccc12 | -0.2 | 19.0%
Nc1ncncc1-c1ccc(Cl)cc1 | . | ?
CC(C)Oc1cccc(C(=O)NC(=S)N2CCN(c3ccc(C(F)(F)F)cc3[N+](=O)[O-])CC2)c1 | . | ?
CC(C)(C)c1ccc(/C=C/C(=O)O)s1 | 0.9 | -12.3%
Cc1cc(C)cc(C(=O)NC2C(=O)N3C(C(=O)O)=C(CSc4nnc(C)s4)CSC23)c1 (centres undefined) | 0.3 | -4.3%
CCC(=O)Nc1ncc2c(n1)CC(c1ccco1)CC2=O (centres undefined) | -1.0 | -2.8%

Other results
Molecule | Lipid storage S3 cell count max | Lipid storage S3
CCCc1nc(SCC(=O)N2CCN(c3ccccc3)CC2)c2c(=O)n(C)c(=O)n(C)c2n1 | -3.6 | -1.7%
CN1C(=O)C(CC(=O)NCCc2ccccc2)N(NC(=O)c2ccc(Cl)cc2)C1=S (centres undefined) | -0.4 | -8.4%
CCOC(=O)C1(CCc2ccccc2)CCN(C(=O)c2cnc(C)cn2)CC1 | 13.1 | 4.6%
COc1ccc(C(CCN2CCOCC2)c2c(OC)cc(OC)c3c(C)cc(=O)oc23)cc1 (centres undefined) | . | ?
CC(C)CNC(=O)CC(=O)N/N=C/c1ccc(Br)cc1 | -30.8 | -25.6%
O=C1CC(NNC(=O)c2ccc(Br)cc2)C(=O)N1 (centres undefined) | -2.4 | 0.6%
Cc1ccc2c(c1)C(N1CCCC1=O)CC(c1ccco1)N2 (centres undefined) | -17.2 | 11.4%
CSc1cccc(-n2ccc(=O)c(C)c2C)c1 | 3.7 | -4.7%
N#C/C(=C\c1ccc(OCc2ccc(C(=O)O)cc2)cc1)C(=O)N1CCOCC1 | . | ?
O=c1[nH]c2ccccc2cc1CN(CC1CCCO1)S(=O)(=O)c1ccc(Cl)cc1 (centres undefined) | . | ?
Cc1cc(/C(N)=N/OC(=O)c2cccc(Cl)c2)no1 | . | ?
COc1ccc2nc(Nc3sc4c(c3C(N)=O)CCCC4)sc2c1 | -2.2 | -23.3%
CCCNS(=O)(=O)c1cccn1-c1ncc(C(F)(F)F)cc1Cl | . | i
O=C(/C=C/c1ccccc1Cl)NNC(=O)c1ccncc1 | -2.2 | 19.1%
Cc1ccc(Cl)cc1N1CCN(S(=O)(=O)c2ccc3c(c2)OCCO3)CC1 | . | ?
CCOc1cccc(-c2cc(C(=O)N3N=C(C)CC3(O)C(F)F)c3ccccc3n2)c1 (centres undefined) | -17.4 | -5.2%
COc1cccc(C2CCCN2Cc2nc(-c3sccc3C)oc2C)c1 (centres undefined) | 6.0 | 12.2%
O=C(NNC(=O)c1cc(Cl)ccc1[N+](=O)[O-])c1csc(N2CCOCC2)n1 | 4.2 | 7.3%
N#C/C(=C/c1cccc([N+](=O)[O-])c1)C(=O)Nc1ccccc1O | 0.7 | 1.1%
O=c1c(C=NCCN2CCNCC2)c(-c2ccccc2)[nH]n1-c1ccc([N+](=O)[O-])cc1 | 3.3 | 8.4%
CC1CN(c2ccc(C(=O)c3ccccc3C(=O)O)cc2[N+](=O)[O-])CC(C)O1 (centres undefined) | . | ?
CC(C)CNC(=S)N1CCN(C(c2ccccc2)c2ccccc2)CC1 | 16.1 | 13.6%
CC(=O)Nc1ccc2nc(-c3ccc(Br)o3)[nH]c2c1 | . | ?
CCOC(=O)C(Cc1ccc(O)cc1)NC(=O)CNC(=O)C(CC(C)C)NC(=O)OC(C)(C)C (centres undefined) | 25.4 | 11.5%
Cc1ccccc1C(=O)Nc1cccc(-c2nnc(SCC(=O)O)n2C)c1 | 26.6 | i
COC(=O)c1ccc(CSc2nnnn2-c2ccccc2)o1 | . | ?
Cc1c(C(=O)N2CCN(S(C)(=O)=O)CC2)oc2ccccc12 | . | i
CN(C)C(=O)c1ccc(NC(=O)CSc2nnc(-c3cccs3)n2N)cc1 | . | ?
C#CCSc1nc(C)cc(C(=O)OCC)c1C#N | -15.1 | 1.6%
CC1(C)CC(=O)C=C(c2ccc(OC(F)(F)F)cc2)C1 | -8.9 | -5.3%
CC(NS(=O)(=O)c1ccc(OCC(=O)NCc2cccnc2)cc1)c1ccccc1 (centres undefined) | -6.3* | 0.651µM*
COCCCn1c(=O)/c(=C\c2ccc(OC(F)F)c(OC)c2)s/c1=C(/C#N)C(N)=O | 10.8 | 7.9%
Cc1cccc(-c2nsc(SCC(=O)Nc3ccc4c(c3)OCO4)n2)c1 | 16.0 | 9.7%
COc1cccc(/C=C/C(=O)OC(C)C(=O)Nc2c(C)n(C)n(-c3ccccc3)c2=O)c1 (centres undefined) | -9.6 | -1.2%
O=C(O)CCC(=O)Nc1ccc(Br)cc1C(=O)c1ccc(Cl)cc1 | 1.0 | -14.0%
O=C(CN1CCN(Cc2ccccc2)CC1)c1ccc(Br)cc1 | -21.3 | 19.8%
N/C(CSc1ncccc1C(F)(F)F)=N\O | 9.3 | -8.0%
CCOC(=O)N1CCC(n2c(=S)[nH]c3cc(OC)c(OC)cc3c2=O)CC1 | . | ?
CCCCNC(=O)C1Cc2cc(S(=O)(=O)N3CCCCC3)ccc2N1C(C)=O (centres undefined) | . | ?
CC(CCc1ccc(O)cc1)N1CCC(Oc2ccc(C(=O)N3CCCC3)cc2)CC1 (centres undefined) | . | ?
Cc1oc2ccc(NS(=O)(=O)c3ccc(F)cc3)cc2c1C(=O)O | . | ?
CC(=O)Nc1cccc(NC(=O)CSc2nc(=O)n(Cc3ccccn3)c3c2CCC3)c1 | . | ?
CCOC(=O)C1(CCCc2ccccc2)CCN(C(=O)[C@@H]2C[C@@H](C)NC(=S)N2)CC1 | -15.7 | 13.8%
O=C(Cc1cccs1)Nc1cccnc1 | . | ?
COc1ccc(CNC(=O)[C@H](C)NC(=O)C2CCN(S(=O)(=O)c3ccc(C)cc3)CC2)cc1 | -4.4 | i
C/C(=N\NC(=O)c1cc(C)nc2ccc(C)cc12)c1ccncc1 | . | ?
CC(=O)c1ccc(NC(=O)C[n+]2ccccc2)cc1 | -6.5 | -17.1%
Cc1cccc(NC(=O)c2cc(-c3cccnc3)nc3c(C)cccc23)n1 | 6.5 | i
Cc1nc(C)c(-c2csc(Nc3ccc(S(N)(=O)=O)cc3)n2)s1 | . | ?
COc1cccc(N2CCN(C(=S)Nc3cccc(C)c3)CC2)c1 | 18.2 | 9.8%
C=CCSc1nnc(NC(=O)Cn2cnc3c2c(=O)n(C)c(=O)n3C)s1 | . | ?
CCCN(CCC)Cc1c(C(=O)N/N=C/c2ccc(C)o2)nnn1-c1nonc1N | -2.4 | i
CN(Cc1c(C(=O)N/N=C/c2cccc(F)c2)nnn1-c1nonc1N)C1CCCCC1 | 15.6 | i
COC(=O)C1C(=O)C2=C(CC1C)NC(=O)CC2c1ccc(O)c(OC)c1 (centres undefined) | . | 1.1%
Cc1cc2nc(SCCN3CCOCC3)[nH]c2cc1C | -17.2 | 2.4%
CN1CCCC(OC(=O)COc2ccccc2)C1 (centres undefined) | 3.0 | -9.4%
CCN(CC)S(=O)(=O)c1cc(C(=O)OCC(=O)c2ccc3c(c2)NC(=O)CO3)ccc1Cl | . | ?
Cc1noc(C)c1CSCC(=O)Nc1ccccc1N1CCCCC1 | . | -21.3%[0.0737 µM]

Some of these compounds in order of length of the SMILES, rising.
Molecule | Lipid storage S3 cell count max | Lipid storage S3
CCN(CC)C(=O)CSc1nc2ccccc2c(=O)n1OC(C)C | 18.4 | i
COc1ccc2nc(Nc3sc4c(c3C(N)=O)CCCC4)sc2c1 | -2.2 | -23.3%
CC1(C)Cc2c(sc(NC(=O)c3ccco3)c2C(=O)O)CO1 | . | ?
COC(=O)C1C(=O)C2=C(CC1C)NC(=O)CC2c1ccc(O)c(OC)c1 (centres undefined) | . | 1.1%
O=c1c(C=NCCN2CCNCC2)c(-c2ccccc2)[nH]n1-c1ccc([N+](=O)[O-])cc1 | 3.3 | 8.4%

This is a subset (hit frequency here may not be typical).
